GPR35 antagonists: GPR35 antagonists blocking zaprinast-driven arrestin recruitment, primary screen, imaging, U2OS, beta-arrestin-GFP, zaprinast agonist (AID 2058); one-dose inhibition, % at 10 µM; IC50 in µM for titrated hits; U2OS GPR35 beta-arrestin-GFP translocation imaging, zaprinast antagonism; higher % means a stronger effect; 290,000 compounds, 0.052% hits;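 active = inhibition of at least 50% with at least 30 cells and total cytoplasm GFP at most 10,000,000; inconclusive = under 30 cells or total GFP of 10,000,000 plus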
NS5 inhibitors: Dengue-2 NS5 methyltransferase inhibitors, primary screen, biochemical, confirmation dose response (AID 588689) | Dengue-2 NS5 methyltransferase capping enzyme assay, biochemical; higher % means a stronger effect | inhibition, % at 25 µM, or IC50 in µM where a hit was titrated | 340,000 compounds, 0.3% hits; in the data active = a potency from the dose series; inconclusive = inhibition above about 29% without an active follow-up result
NTR1 ag: agonists of NTR1, primary screen, imaging, U2OS cells, beta-arrestin-GFP, high content (AID 493036). activation, % at 20 µM. P30989. 330,000 compounds, 0.17% hits. NTR1-U2OS beta-arrestin-GFP spot imaging, agonist mode;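 active = activation at or above 40% of the spot to cytoplasm intensity ratio, with at least 20 cells analyzed; inconclusive = wells under 20 cells, flagged as cytotoxic or low count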;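 also: 0% = DMSO without peptide and 100% = 100 nM NTR1 peptide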
Target sequence (P30989 whole entry, looked up): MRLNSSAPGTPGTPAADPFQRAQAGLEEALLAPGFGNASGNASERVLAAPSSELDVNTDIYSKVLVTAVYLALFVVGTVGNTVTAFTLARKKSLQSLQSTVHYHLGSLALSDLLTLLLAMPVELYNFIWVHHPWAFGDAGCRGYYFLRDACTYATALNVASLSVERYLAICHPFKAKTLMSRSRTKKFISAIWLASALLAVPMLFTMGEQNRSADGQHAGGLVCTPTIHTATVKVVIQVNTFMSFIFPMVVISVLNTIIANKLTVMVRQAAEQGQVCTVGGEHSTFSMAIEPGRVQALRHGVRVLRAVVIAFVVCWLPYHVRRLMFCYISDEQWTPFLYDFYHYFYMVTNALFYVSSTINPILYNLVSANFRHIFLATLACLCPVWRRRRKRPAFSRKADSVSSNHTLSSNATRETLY
HIV peptide binding: cell-free HIV fusion peptide-binding blockers – biochemical, uHTS, fluorescence dequenching, primary screen (AID 1986); cell-free peptide binding, fluorescence dequenching, 30 min; higher % means a stronger effect; inhibition, % at 20 µM, or IC50 in µM where a hit was titrated; 290,000 compounds, 0.3% hits; in the data active = inhibition mostly above about 52%, no sharp cut-off; inactive = mostly below about 76%; also: some results filed as inactive read as strong as hits
GPR55 beta-arrestin: GPR55 agonists via beta-arrestin recruitment, primary screen, imaging, U2OS cells, beta-arrestin-GFP redistribution (AID 1961). activation, % at 10 µM; hits with a dose series show EC50 in µM. 290,000 compounds, 0.048% hits. U2OS GPR55 beta-arrestin-GFP redistribution imaging; higher % means a stronger effect;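 active = activation above 40% with more than 50 cells counted in the well; inconclusive = wells holding fewer than 50 cells, flagged as toxic or sparse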;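 also: U2OS osteosarcoma cells stably expressing GPR55 and beta-arrestin-GFP; plate controls were DMSO negative control for no effect and LPI positive control for full effect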
K1F lysis inhibition: protection from phage-mediated lysis, alamar blue read-out – E. coli UTI89, K1F phage, bacterial capsule biogenesis inhibitors (AID 488966); E. coli UTI89 K1F phage lysis, alamar blue, 2 h; higher % means a stronger effect; inhibition, % at 100 µM, or IC50 in µM where a hit was titrated; 340,000 compounds, 0.02% hits;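 active = phage lysis inhibition, versus mean bacterial control, above a set limit; inconclusive = no clear call, values can overlap the other calls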;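 also: capsule biogenesis inhibitors block K1F phage lysis so surviving cells raise fluorescence; higher fluorescence means more inhibition of phage lysis; actives were called in the ten point dose series up to 300 µM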
Siah-1 displacement: Siah-1 peptide-binding antagonists, primary screen, biochemical, fluorescence polarization, rhodamine-plectin, uHTS (AID 1817) | Siah-1 / rhodamine-plectin peptide fluorescence polarization; higher % means a stronger effect | displacement, % at 20 µM, or IC50 in µM where a hit was titrated | 290,000 compounds, 0.02% hits;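 active = displacement of at least 50% at 20 µM, with a fluorescence ratio check between 0.3 and a set limit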;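 also: plate controls were Siah plus tracer with DMSO for no effect and tracer alone without Siah for full effect; strong numbers were not always called active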
GPR55 LPI antagonism: inhibition of LPI-stimulated GPR55 beta-arrestin translocation – imaging, U2OS, beta-arrestin-GFP, LPI agonist, primary screen (AID 2013). U2OS GPR55 beta-arrestin-GFP translocation imaging, LPI antagonism; higher % means a stronger effect. one-dose inhibition, % at 10 µM; IC50 in µM for titrated hits. 290,000 compounds, 0.13% hits;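 active = spots per cell inhibited over 60%, with over 100 cells counted and total cytoplasm intensity under 500,000; inconclusive = wells with under 100 cells, flagged as likely toxic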;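 also: U2OS cells stably carrying GPR55 and arrestin-GFP stimulated by 5 µM LPI near EC80; imaged beta-arrestin-GFP aggregate spots per cell after agonist stimulation; plate controls were LPI-stimulated DMSO wells for no effect and DMSO wells without LPI for full effect; some results filed as inactive read as strong as hits; confirmed hits need IC50 under 10 µM and bright autofluorescent wells are also inconclusive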
AID2073: inhibitors of Mint1-CaV2.2 protein interaction, biochemical, HTRF (AID 2073) | HTRF protein-protein interaction, Mint1-CaV2.2; higher % means a stronger effect | inhibition, % at 20 µM, or IC50 in µM where a hit was titrated | 290,000 compounds, 0.19% hits; in the data active = inhibition mostly above about 51%, no sharp cut-off; inconclusive = no clear call, values can overlap the other calls; inactive = mostly below about 53%; also: some results filed as inactive read as strong as hits
NTR1 ag cell count 20 µM: further read-out of NTR1 ag, marked with its call; cell count; measured here: cell count, cytotoxicity flag
* hit, by the source's call; u = inconclusive; x = no result given; [ ] = dose if it differs, or a comment.

SMILES	GPR35 antagonists	NS5 inhibitors	NTR1 ag	NTR1 ag cell count 20 µM	HIV peptide binding	GPR55 beta-arrestin	K1F lysis inhibition	Siah-1 displacement	GPR55 LPI antagonism	AID2073
O=c1c(Cl)c(N/N=C/c2ccc(Cl)cc2)cnn1-c1ccccc1	-11.9%	1.8%	6.9	92	-4.5%	-0.2%	-0.1%	9.6%	4.7%	14.0%
O=C(CCC(=O)Nc1ccc(Br)cc1)N/N=C/c1ccccc1F	2.1%	-2.0%	0.3	76	0.9%	0.3%	-0.3%	-3.0%	16.3%	34.0%
O=c1[nH]c(=O)n(CCO)c2nnn(Cc3ccccc3)c12	-3.3%	-0.8%	-1.6	88	-1.3%	-0.6%	-1.2%	3.2%	1.3%	-3.1%
CC(C)(C)c1ccc(S(=O)(=O)O/N=C2/CCCCC2c2ccc([N+](=O)[O-])cc2[N+](=O)[O-])cc1 (stereo unspecified)	-11.5%	-4.0%	-0.9	48	-0.9%	-0.2%	4.5%	-3.3%	7.3%	-27.8%
CCC1CCCCN1CCCNC(=O)c1ccc(CS(=O)(=O)c2ccccc2C)o1 (stereo unspecified)	4.2%	-9.8%	-0.8	62	2.0%	-0.2%	0.2%	4.1%	8.7%	31.3%
O=C(O)CC(CC(=O)Nc1ccc(Oc2ccccc2)cc1)c1ccccc1 (stereo unspecified)	2.1%	0.8%	-0.5	51	1.9%	0.6%	-0.8%	11.4%	3.2%	-3.7%
C/C(=N/N1CCN(c2ccccc2)CC1)c1cccc([N+](=O)[O-])c1	-5.8%	-1.5%	1.1	37	1.3%	0.1%	-0.5%	1.7%	-6.0%	-3.6%
CC(NC(=O)C[n+]1cccc(Br)c1)c1ccccc1 (stereo unspecified)	-2.7%	1.3%	0.1	71	1.2%	0.0%	0.3%	8.8%	-1.1%	2.3%
CCCc1cc(=O)oc2cc(OCC(=O)NCCCn3ccnc3)ccc12	4.5%	2.7%	-1.2	58	-1.5%	-0.2%	0.0%	-4.8%	-1.2%	7.4%
Cc1c(O)nc2ccccn2c1=O	-3.8%	x	-0.2	47	0.2%	-0.1%	x	0.7%	6.0%	3.6%
O=C(O)C(Cc1c[nH]c2ccccc12)N1Cc2ccccc2C1=O (stereo unspecified)	8.2%	0.0%	-0.5	50	1.4%	0.4%	-0.9%	0.4%	6.4%	12.9%
CCc1ccccc1N(CC(=O)Nc1cccnc1)S(=O)(=O)c1ccccc1	-1.5%	-2.6%	2.1	54	0.7%	0.0%	0.1%	-2.7%	7.9%	-7.9%
O=C(c1ccccc1)c1cccn1CC(=O)N1CCN(C2CCCCC2)CC1	-10.2%	2.2%	1.0	39	0.1%	0.2%	0.3%	-1.4%	1.2%	-13.2%
CN(CCOc1ccc(-c2ccn(S(=O)(=O)c3cccc4ccccc34)n2)cc1)c1ccccn1	2.2%	-9.4%	3.2	65	-0.7%	-0.2%	0.4%	7.2%	1.5%	12.7%
Brc1ccc(OCc2ccccc2)c(CNCC2CCCO2)c1 (stereo unspecified)	17.7%	-11.1%	-0.9	42	0.2%	-0.1%	-0.5%	3.4%	18.5%	-5.7%
Nc1c(C(=O)NCCc2ccccc2)sc2nc(N3CCOCC3)c3c(c12)CCCC3	-14.8%	-3.9%	7.1	51	-1.3%	-0.3%	-0.5%[50 µM]	0.5%	14.2%	45.3%
CS(=O)(=O)N(Cc1ccccc1Cl)c1ccc(C(=O)NCc2cccnc2)cc1	6.5%	-3.6%	0.2	89	0.4%	-0.6%	0.1%	0.7%	7.5%	13.9%
Cc1ccc(-c2nn(-c3ccccc3)cc2C(N)=O)o1	-3.5%	-16.3%	-0.5	38	2.9%	0.3%	0.4%	1.8%	-10.9%	10.6%
COc1ccc(NC(=O)Cc2ccc(-c3ccccc3)cc2)cn1	-8.2%	-1.5%	0.9	62	2.7%	0.6%	0.2%	5.4%	-4.5%	9.4%
Cc1c(OCC(=O)N2CCC(C(=O)O)CC2)ccc2c1oc(=O)c1ccccc12	1.9%	0.0%	-0.9	100	0.8%	-0.2%	4.2%	-0.6%	-8.6%	18.7%
COC(=O)c1sc(NC(=O)c2ccco2)c(C#N)c1C	4.7%	-2.4%	1.4	64	-0.3%	-0.1%	0.2%	6.9%	10.7%	-1.4%
COc1cc(/C=C2\NC(=S)N(C)C2=O)ccc1OCc1ccccc1F	-10.7%	12.9%	3.2	63	0.9%	0.0%	0.3%	0.1%	2.8%	13.8%
CN(CC(=O)NCC1CCCCC1)S(=O)(=O)c1ccc(Cl)cc1	-2.4%	-4.8%	0.2	39	-0.9%	-0.1%	0.1%	-1.1%	-12.8%	-0.1%
COc1ccc(/C=C(\NC(=O)c2ccccc2)C(=O)NCCN2CCOCC2)cc1	-2.4%	-4.5%	3.1	41	0.5%	-0.2%	0.2%	0.0%	-13.8%	-11.1%
Cc1cc(S(=O)(=O)NCc2cccs2)ccc1-n1cnnn1	-5.4%	-0.7%	-1.1	70	3.2%	-0.1%	3.4%	4.4%	-6.4%	0.5%

Laid out differently: entries from further up.
Molecule | GPR35 antagonists | NS5 inhibitors | NTR1 ag | NTR1 ag cell count 20 µM | HIV peptide binding | GPR55 beta-arrestin | K1F lysis inhibition | Siah-1 displacement | GPR55 LPI antagonism | AID2073
O=C(c1ccccc1)c1cccn1CC(=O)N1CCN(C2CCCCC2)CC1 | -10.2% | 2.2% | 1.0 | 39 | 0.1% | 0.2% | 0.3% | -1.4% | 1.2% | -13.2%
CC(NC(=O)C[n+]1cccc(Br)c1)c1ccccc1 (stereo unspecified) | -2.7% | 1.3% | 0.1 | 71 | 1.2% | 0.0% | 0.3% | 8.8% | -1.1% | 2.3%

Additional compounds follow.
SMILES	GPR35 antagonists	NS5 inhibitors	NTR1 ag	NTR1 ag cell count 20 µM	HIV peptide binding	GPR55 beta-arrestin	K1F lysis inhibition	Siah-1 displacement	GPR55 LPI antagonism	AID2073
CCOC(=O)C1CCN(Cc2nc3ccccc3c(=O)n2-c2ccc(OCC)cc2)CC1	-12.6%	-2.4%	x	x	1.2%	-0.1%	-1.9%	-3.4%	-3.5%	9.7%
COc1ccc(NC(=O)c2oc3ccccc3c2CSC)cn1	-6.5%	3.2%	0.0	29	-1.1%	0.2%	0.1%	-0.2%	10.5%	7.5%
COc1ccc(CCNC(=O)C(=O)NCC2OCCN2S(=O)(=O)c2cccs2)cc1OC (stereo unspecified)	-5.1%	-10.4%	0.2	52	1.4%	-0.1%	0.7%[50 µM]	-1.5%	9.4%	30.3%
CN(C)CCOC(=O)NC12CC3CC(CC(C3)C1)C2	13.4%	11.5%	0.3	39	0.3%	0.0%	3.8%	1.0%	-2.5%	-8.2%
COc1ccc(C(=O)CN2CCN(c3ccc(F)cc3)CC2)cc1OC	1.2%	-3.5%	-1.1	57	-0.4%	0.2%	2.1%	0.1%	20.6%	-10.3%
O=C(NC(=S)Nc1cccc2ncccc12)c1ccccc1	-3.6%	-8.2%	0.3	53	-2.2%	0.2%	4.7%	-3.4%	-4.3%	-10.6%
COc1ccc(OC)c(NC2=C(Cl)C(=O)N(Cc3ccccc3)C2=O)c1	-11.2%	8.2%	0.6	78	-1.5%	1.1%	-0.2%	7.7%	-4.7%	3.3%
O=C1NC2(CCCCC2)C(=O)N1CCS(=O)(=O)Oc1ccc(Br)cc1	-5.7%	3.1%	2.1	21	-0.3%	-0.3%	0.9%	6.6%	10.5%	-1.9%
O=C(Cn1cc(C(=O)C2CC2)c2ccccc21)NCC1CCCO1 (stereo unspecified)	2.5%	-3.9%	2.8	83	0.7%	0.3%	0.3%	3.0%	4.2%	1.6%
C=C(C)C1Cc2cc3ccc(=O)oc3cc2O1 (stereo unspecified)	-5.2%	-5.9%	0.1	62	-1.1%	0.2%	1.7%[50 µM]	10.8%	3.3%	7.7%
CCc1ccc(-c2cc(C)no2)cc1S(=O)(=O)Nc1ccc(C)cn1	-3.6%	-5.0%	-0.5	64	-1.2%	0.3%	0.3%	2.3%	9.7%	u
CN(C)c1ccc(P(=O)(OCc2ccccc2)C(O)c2ccncc2)cc1 (stereo unspecified)	15.9%	-10.8%	0.6	81	-1.5%	-0.1%	0.9%	3.9%	-2.4%	0.7%
COc1ccccc1C1N=C(c2ccccc2C)NO1 (stereo unspecified)	0.4%	-2.2%	0.6	44	-1.1%	-0.2%	-0.5%	0.4%	-10.6%	3.2%
COc1c(C)cc(S(=O)(=O)NCc2ccccn2)c(C)c1C	7.8%	8.5%	0.9	49	1.3%	-0.3%	-0.1%	6.3%	3.1%	-2.8%
Clc1cccc(-c2ccc(/C=N/n3cnnc3)o2)c1Cl	6.8%	2.7%	0.1	41	1.6%	0.3%	2.5%	1.0%	-3.7%	16.5%
O=C(c1sc2cc(Cl)ccc2c1Cl)N1CCN(CCc2ccccn2)CC1	-3.4%	-12.8%	2.0	56	0.7%	-0.1%	0.0%	-0.4%	-6.3%	-4.2%
CC1=C/C(=N\NC(=S)NCc2ccccc2)CC1	9.0%	-7.4%	-0.4	63	-2.2%	0.1%	-0.1%	-1.6%	1.3%	-0.8%
COc1ccc(N2C(=O)C(Cl)=C(Nc3ccccc3O)C2=O)cc1	3.2%	78µM*	1.4	46	6.8%	-0.1%	0.2%	0.8%	4.6%	-40.3%
FC(F)(F)c1ccc(Cl)c(NC(=S)NC2CC2)c1	-9.3%	-2.6%	2.7	72	0.6%	-0.2%	0.2%	7.6%	9.2%	-6.3%
CSc1ncccc1C(=O)NC1CCN(Cc2ccccc2)CC1	-11.7%	-2.6%	-0.9	68	0.1%	-0.1%	2.0%[50 µM]	-1.7%	4.5%	12.1%
CCOC(=O)CNC(=O)CSc1nnc(CCc2nc3ccccc3[nH]2)n1C	1.2%	-15.9%	0.7	44	0.5%	0.1%	0.7%	2.1%	6.2%	10.2%
COC(=O)c1cc(Br)c(=O)n(CCC2=CCCCC2)c1	-17.4%	-1.1%	0.0	30	0.9%	0.1%	3.1%	8.4%	25.5%	2.0%
COc1cc(/C=N/NC(=O)COc2cccc(F)c2)ccc1OS(=O)(=O)c1ccc(C)cc1	-20.8%	-4.4%	8.9	39	4.5%	-0.1%	3.8%	4.3%	6.6%	12.5%
O=C(CO/N=C/c1ccc(OC(F)F)cc1)NC1CCCCCC1	8.7%	-10.3%	0.6	38	-0.9%	0.6%	0.5%	-3.0%	0.3%	-1.0%
COc1ccc(CNC(=O)C(=O)NCC2OCCN2S(=O)(=O)c2ccc(C)cc2)cc1 (stereo unspecified)	6.6%	-1.3%	2.1	54	0.5%	-0.2%	0.0%	-2.1%	14.4%	15.1%

Screens from PubChem BioAssay.
